Screens as filed in PubChem.
Arrestin-AP2 inh = blocks beta-arrestin peptide binding to AP2 adaptin; inhibition, % at 10 µM; AID 504490; hit rate 0.31% among 340,000; FITC-arrestin peptide / GST-AP2 beads, flow cytometry; AP2 beta2 appendage carries R879A mutation;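 active means inhibition above a set limit, near 3 SD of compounds lacking own fluorescence, cut at about 54% in these data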;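 further: plate controls were DMSO wells for no effect and 5 µM unlabelled arrestin peptide for full effect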
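System: GST-AP2 R879A bound to glutathione beads, E. coli-expressed. Also added: 50 nM FITC-arrestin peptide. Schedule: compound with beads 12 min RT, then probe 1 h RT. Signal: bead flow cytometry, FITC channel. Read-out basis: percent response.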
Cardiac RTF inh = cardiac RTF calcium desensitization. P19429+P45379. inhibition, % at 7.15 µM. AID 493244. hit rate 0.12% among 340,000. IANBD-labeled cardiac RTF, Ca2+ fluorescence;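 active means inhibition above the mean inhibition of all tested compounds plus 3 SD, cut at about 17% in these data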;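 further: assay run at fixed EC70 calcium of 1.6 mM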
Wnt act = activates Wnt/beta-catenin signaling in a reporter cell assay. activator, plate reader. activation, % at 9.35 µM. hit rate 1.2% among 300,000; in the data active means activation above about 30%, passing the limit was not always enough;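 further: 0% = neutral control wells and 100% = positive control wells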
MOR-DOR inv ag = inverse agonist of human OPRM1-OPRD1 heterodimerization; P35372+P41143; cell-based MOR-DOR heterodimer luminescence, inverse agonism; inhibition, % at 9.3 µM; hit rate 0.21% among 340,000; AID 504357; in the data active means inhibition above about 22%, passing the limit was not always enough;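 further: 0% = cells with DMSO and 100% = wells without cells with DMSO; values of inactives mirror those of a sister screen read the other way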
Target sequence (P35372 whole entry, looked up): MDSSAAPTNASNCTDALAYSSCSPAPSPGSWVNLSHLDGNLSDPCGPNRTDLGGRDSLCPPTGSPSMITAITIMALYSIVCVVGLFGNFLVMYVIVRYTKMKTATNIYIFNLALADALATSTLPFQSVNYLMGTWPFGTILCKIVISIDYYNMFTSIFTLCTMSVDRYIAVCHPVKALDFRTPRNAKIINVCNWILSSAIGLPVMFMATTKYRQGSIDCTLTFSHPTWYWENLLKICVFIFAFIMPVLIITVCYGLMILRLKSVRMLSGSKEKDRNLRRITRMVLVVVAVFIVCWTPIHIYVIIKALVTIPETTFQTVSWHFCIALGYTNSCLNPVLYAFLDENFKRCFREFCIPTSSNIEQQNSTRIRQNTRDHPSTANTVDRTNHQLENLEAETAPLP
Target sequence (P41143 whole entry, looked up): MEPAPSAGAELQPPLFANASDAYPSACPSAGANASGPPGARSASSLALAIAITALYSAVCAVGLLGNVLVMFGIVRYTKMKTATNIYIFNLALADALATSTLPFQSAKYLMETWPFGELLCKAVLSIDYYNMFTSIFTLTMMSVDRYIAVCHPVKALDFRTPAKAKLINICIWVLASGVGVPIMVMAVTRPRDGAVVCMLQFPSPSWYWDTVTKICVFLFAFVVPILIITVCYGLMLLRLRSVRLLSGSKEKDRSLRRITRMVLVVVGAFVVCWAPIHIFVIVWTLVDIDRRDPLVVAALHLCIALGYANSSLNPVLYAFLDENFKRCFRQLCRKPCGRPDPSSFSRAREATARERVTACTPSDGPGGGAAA
Keap1-Nrf2 PPI = inhibitors of human Keap1-Nrf2 protein-protein interaction; Q14145; Keap1 Kelch-Nrf2 peptide fluorescence polarization, 1536-well; inhibition, % at 9.4 µM; hit rate 0.15% among 340,000; AID 504523; in the data active means inhibition above about 12%;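 further: human Keap1 Kelch domain with fluorescein labeled Nrf2 9mer peptide probe; 0% = neutral control wells and 100% = peptide positive control; higher means more block of Keap1 binding to Nrf2 peptide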
Pemphigus Ab inh = blocks pemphigus antibody binding to human desmoglein-3; AID 588358; DSG3-coupled beads, scFv-anti-DSG3-GFP binding, flow cytometry; active compounds read low; binding (percent of control), % at 10 µM; hit rate 0.48% among 310,000; P32926;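 active means binding more than 3 SD below its plate's average and above zero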;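 further: hits lower antibody fragment binding to DSG3; some compounds called inactive have numbers as strong as hits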
MOR-DOR ag = agonists of human mu-delta opioid receptor heterodimerization; activation, % at 9.3 µM; cells, OPRM1-OPRD1 heterodimerization, luminescence; P35372+P41143; AID 504326; hit rate 0.3% among 340,000; in the data active means activation above about 18%;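 further: 0% = vehicle-treated cells and 100% = reference agonist; values of inactives mirror those of a sister screen read the other way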
V-ATPase pHluor = regulators of yeast V-ATPase proton transport; hit rate 0.37% among 350,000; response, % at 10 µM; AID 504577; S. cerevisiae, pHLuorin cytosolic pH fluorescence; in the data active means response mostly above about 7.3%, no sharp cut-off; inactive means mostly below about 5.4%; further: actives read high; inactives centre near 0; some compounds called inactive have numbers as strong as hits; reference of the scale not given here
LANA DNA inh = blocks KSHV LANA C-terminal domain binding to DNA | MBP-C-LANA/FAM-LBS DNA binding, fluorescence polarization | inhibition, % at 9 µM | hit rate 0.078% among 340,000 | AID 504423;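 active means highest replicate inhibition at or above 60% at 9 µM, even if other replicates fall short; inactive means all replicates below 60% inhibition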;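 further: 0% = neutral control wells and 100% = 4 µM acridine orange control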
cardiac RTF act = increases calcium sensitivity of human cardiac regulated thin filaments | AID 493008 | P19429+P45379 | activation, % at 7.2 µM | hit rate 0.24% among 340,000 | IANBD-labeled TnC RTF fluorescence at EC20 calcium; 0% EC20 calcium, 100% full calcium;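 active means activation above the mean over all tested compounds plus 3 SD, cut at about 30% in these data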;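 further: rise in fluorescence read as greater calcium sensitivity of cardiac thin filaments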
* hit, by the source's call; i = inactive; . = not tested or not shown.

SMILES	Arrestin-AP2 inh	Cardiac RTF inh	Wnt act	MOR-DOR inv ag	Keap1-Nrf2 PPI	Pemphigus Ab inh	MOR-DOR ag	V-ATPase pHluor	LANA DNA inh	cardiac RTF act
O=C1CCc2nc3ccccc3c(=O)n2N1	6	-8	.	7	-1	99	-1.2	1	-0.7	2
COc1ccc(CCNC(=O)CSc2ccccn2)cc1OC	-6	-9	0	10	-1	123	-1.8	1	-0.7	1
Cc1c(Cc2ccccc2)c(=O)n2c([nH]c3ccccc32)c1C#N	1	4	3	8	-5	104	-1.5	-96	1.6	-4
Cc1ccc(/C=N/c2sc3c(c2C#N)CCC3)s1	-9	-14	5	12	-6	102	-2.5	-2	0.3	0
Fc1ccccc1/C=N/Nc1nc(N2CCCCC2)nc(N2CCCCC2)n1	-3	-9	-2	5	-5	102	-1.1	-4	1.0	5
CCC(C(=O)NCC1CCCO1)N(C(=O)c1snc(C(N)=O)c1N)c1ccc(Cl)cc1 (centres undefined)	1	-4	-3	5	1	102	-0.9	-1	0.5	2
Cc1ccc(-n2c(C)n[nH]c2=S)cc1	2	0	.	-2	-6	101	0.3	2	-1.0	16
O=C(CCC(=O)Nc1cccnc1)Nc1cccnc1	7	-6	8	10	-5	.	-2.1	1	1.1	1
CCOc1ccc(C(=O)OCC(=O)N2CCOCC2)cc1OCC	22	-6	-4	11	2	.	-1.8	0	0.7	2
CCOC(=O)c1c(C)[nH]c(C)c1S(=O)(=O)N1CCC(c2ccccc2)C1 (centres undefined)	15	1	-2	15	-4	96	-2.8	6	-2.5	10
CCSc1nnc(-c2ccccc2SC)o1	0	-33	2	10	-9	95	-1.8	1	-0.9	0
CCN(CC)c1ccc(/C=N/NC(=O)Cc2cccs2)cc1	6	-13	1	3	1	122	-0.6	0	2.8	-4
O=C(Cn1cnc2ccccc2c1=O)c1ccccc1	8	-6	.	11	-7	98	-2.2	9	0.1	0
Clc1ccc(Cn2ccc(-c3ccc4c(c3)OCO4)n2)cc1Cl	11	-3	.	7	6	102	-1.4	3	1.1	-4
O=C(Nc1ccccc1N1CCCC1)c1ccco1	27	-7	.	10	0	99	-1.7	-1	0.3	2
COCCCn1c(N)c(-c2nc3ccccc3n2C)c2nc3ccccc3nc21	-3	-8	.	i	-6	102	117*	0	0.2	5
CCC(c1nnnn1CCOC)N(Cc1ccc(C)cc1)Cc1cc2cc(OC)ccc2[nH]c1=O (centres undefined)	0	-4	.	5	-3	94	-0.8	1	-0.7	0
O=C(Cc1ccc(-n2c(=O)[nH]c3ccccc3c2=O)cc1)N1CCN(c2cccc(Cl)c2)CC1	11	-3	.	-3	-2	92	0.7	-1	0.2	0
C[C@H]1CN([C@@H](C)CO)C(=O)Cc2cc(NS(=O)(=O)c3cn(C)cn3)ccc2O[C@@H]1CN(C)C(=O)Nc1ccc(F)cc1	4	7	1	21	-3	101	-3.9	3	1.3	0
Cc1nc2nc(C)c(CCC(=O)NC(C)c3ccc4c(c3)OCCO4)c(C)n2n1 (centres undefined)	3	-11	-3	9	-1	107	-1.7	-3	0.3	4
Cc1ccc(S(=O)(=O)N(C)Cc2ccc(C(=O)N/N=C/c3ccc(OC(F)F)cc3OC(F)F)cc2)cc1	-18	-6	0	-11	3	100	2.2	-2	1.7	1
Nc1ccc(NC(=O)c2cccc(C(=O)Nc3ccc(N)cc3Cl)c2)c(Cl)c1	5	2	-1	7	-3	105	-1.5	-4	-2.4	1
CCN(CC)S(=O)(=O)c1cc(NC(=O)CN2CCN(c3ccccn3)CC2)ccc1C	3	-14	-1	11	0	109	-2.1	-2	-1.2	-2
O=C(NCCc1ccccc1Cl)C1CCC(=O)N(CCCc2ccccc2)C1 (centres undefined)	-8	0	1	17	-2	76	-3.4	-1	-0.7	1
CC(Nc1ccc(Cl)cc1)C(=O)NN (centres undefined)	35	-8	0	13	-2	115	-2.5	-5	1.0	5
COC(=O)C1=C(C(=O)OC)[C@]2([C@H]3CC=CCN[C@@H](Cc4ccccc4)C(=O)N3Cc3ccccc3)C=C[C@H]1O2	2	7	-12	-1	-3	94	0.2	-2	-0.3	12
Cc1ccccc1NC(=O)Cn1c(C)nc2ccc(NC(=O)C3CC3)cc2c1=O	5	4	.	-14	-1	101	2.2	-1	-1.3	0
COc1ccc(Cn2c(=O)[nH]c3cc(C(=O)N4CCN(c5ccccn5)CC4)ccc3c2=O)cc1	-1	-2	-2	6	-3	87	-1.2	-1	-1.3	4
COc1cccc(-c2n[nH]c3c2CCC3)c1	5	5	-1	9	3	96	-1.8	-1	0.4	1
O=C(COc1cccc2cccnc12)Nc1nccs1	4	-7	53*	10	1	.	-2.0	-2	0.0	-1
O=C(NCCCN1CCCC1=O)c1ccc([N+](=O)[O-])s1	-10	-10	3	-25	2	100	3.9	1	-0.3	5
Cc1cccc(N2CCN(C(=O)Cn3cccc3C(=O)c3ccccc3)CC2)c1C	29	14	-6	-23	2	.	3.9	4	1.4	-3
CN(Cc1nc2ccccc2c(=O)[nH]1)C(=O)c1cc(C2CC2)nn1-c1ccccc1	-1	-9	-4	10	-3	.	-2.4	2	-0.3	-3
Cc1nn(-c2ccccc2)c(C)c1C(=O)N1CCN(S(=O)(=O)c2ccccc2)CC1	38	-10	1	7	5	114	-1.9	-1	-0.2	-3
CCOC(=O)c1c(C)[nH]c(C)c1S(=O)(=O)N1CCCCC1	-5	-6	-1	15	-3	98	-2.9	1	1.7	0
CCOc1ccc(CN2CCN(CCCc3ccccc3)CC2CCO)cc1 (centres undefined)	5	1	16	5	-2	115	-1.0	1	-0.9	-7
COc1ccc2nc(NC(=O)CSc3nc4ccccc4o3)sc2c1	6	-7	.	-18	-3	115	3.2	12*	-0.6	2
Cc1cc(C)cc(Nc2ccc(C(=O)O)cc2[N+](=O)[O-])c1	10	6	-1	14	-2	102	-3.0	-4	48	-1
CCOC(=O)c1ccc2nc(C)c(C)nc2c1	4	-3	12	15	-3	112	-3.1	7	2.3	0
Cc1ccc(C2/C(=C(/O)c3ccccc3)C(=O)C(=O)N2CCN2CCOCC2)o1 (centres undefined)	-6	4	-9	5	-4	94	-1.0	4	0.6	-2
COc1cc(-n2nnnc2SC)c(OC)cc1Cl	9	-4	0	3	-6	102	-0.6	1	-2.1	-2
Cc1cc(C)nc(Nc2nc3ccccc3s2)n1	27	-5	16	4	1	94	-0.8	0	0.5	4
CC(O)C(=O)N/N=C/c1cccc(Cl)c1Cl (centres undefined)	-3	2	11	4	5	97	-0.8	-1	1.2	6
COC(CNC(=O)c1ccc2nc3ccccc3c(=O)n2c1)OC	11	-4	4	1	-1	94	-0.2	1	-0.4	-4
CC(NC(=O)COc1ccc(Br)cc1)C1CCCO1 (centres undefined)	-13	-3	1	15	1	107	-4.6	1	-1.0	1
CCCCn1nnnc1SCC(=O)Nc1cccc(C)c1	9	-7	0	-5	-1	.	0.8	-2	-0.5	4
COc1ccc(N2CCN(C(=O)CCNS(=O)(=O)c3ccc(Br)s3)CC2)cc1	2	1	.	1	0	120	-0.3	5	0.3	0
Cc1[nH]nc2c1C(=O)CC(C)(C)C2	14	-5	.	13	1	106	-3.0	-4	-1.0	-1
O=S(=O)(c1cc(F)ccc1F)N1CCC2(CC1)OCCO2	34	-3	-1	-1	-3	114	0.2	3	1.4	6
COC(=O)c1sc(SC)c(S(=O)(=O)C(C)C)c1N/N=C(\C#N)S(=O)(=O)c1ccccn1	2	-1	-2	15	0	112	-3.0	-1	-0.2	2
Additional results
SMILES	Arrestin-AP2 inh	Cardiac RTF inh	Wnt act	MOR-DOR inv ag	Keap1-Nrf2 PPI	Pemphigus Ab inh	MOR-DOR ag	V-ATPase pHluor	LANA DNA inh	cardiac RTF act
O=C(O)C1C2CCC(C2)C1C(=O)NCCc1ccc(F)cc1 (centres undefined)	12	-2	3	-4	-1	107	0.8	-5	0.4	5
CCOc1ccc2c(c1)OC(c1ccc(OC)cc1)(C(F)(F)F)NC2=O (centres undefined)	-1	-2	-12	-33	-1	90	6.2	-2	0.2	-1
Cc1ccc(NC(=O)COC(=O)c2ccc(Br)o2)cc1S(=O)(=O)N1CCCCC1	1	-1	19	10	0	93	-2.5	-2	1.1	-2
COc1cc(C2C=C(Nc3ccccc3)C(=O)N2c2ccccc2)ccc1O (centres undefined)	-4	0	26	2	-2	96	-0.2	3	-0.8	-4
O=C(NNc1ccc(Cl)cc1)C1CCC1	-9	-10	6	24	-1	.	-4.9	-5	-0.5	1
COc1ccc(Cl)cc1N1C(=NC(=O)C2CCCO2)SC2CS(=O)(=O)CC21 (centres undefined)	2	-5	0	5	-3	103	-0.9	5	0.4	11
CC1CN(C2CCCCC2)C(=O)NC1=O (centres undefined)	3	-3	0	20	-2	88	-3.8	-5	0.9	4
O=S(=O)(NC1=NCCCCC1)c1ccc(Cl)cc1Cl	39	10	0	-1	-5	102	0.3	-5	1.9	-6
COc1ccc(N(CN2C(=O)c3ccccc3C2=O)C(=O)C(C)C)cc1	-7	-6	4	3	-4	105	-0.4	-2	0.8	1
CN=c1nc(-c2ccccc2)n(-c2ccccc2)s1	37	12	1	7	-6	28	-1.3	2	-0.5	-3
O=C(Nc1ccc2nc(-c3ccccc3)oc2c1)c1ccco1	1	-4	.	1	0	77	-0.1	-2	-2.9	5
O=C(NN1CCCCC1)c1cccc2ccccc12	7	-9	-1	5	5	95	-1.0	-1	-0.8	1
COc1ccccc1CNc1cc(C)ccn1	23	6	1	15	2	94	-3.1	-1	-0.2	-5
O=C(Cn1c(C(=O)O)cc2ccccc21)c1ccccc1	-5	-10	-2	9	1	98	-1.8	-1	0.7	0
O=C(CSCc1ccccc1)Nc1ccc2c(c1)C(=O)NC2=O	-4	-13	-1	17	-4	101	-3.5	0	-0.8	6
CCN(CC)c1ncnc2c1ncn2Cc1c(Cl)cccc1Cl	-9	0	.	-12	-5	106	2.0	-3	-0.1	3
N#CC1(c2ccccc2)CCCN1C(=O)c1ccc(Br)o1 (centres undefined)	-42	-8	0	6	2	103	-1.0	-1	2.5	-3
Cc1cc(C)cc(N(CC(=O)O)S(=O)(=O)c2c(C)[nH]c(=O)[nH]c2=O)c1	37	-7	-1	1	5	.	-0.1	-1	0.3	0
CCCCCNCc1ccc(Cl)cc1	1	-4	1	-2	1	121	0.3	-5	0.0	-1

Whole records from above. Values in the order: Arrestin-AP2 inh, Cardiac RTF inh, Wnt act, MOR-DOR inv ag, Keap1-Nrf2 PPI, Pemphigus Ab inh, MOR-DOR ag, V-ATPase pHluor, LANA DNA inh, cardiac RTF act
`O=C(Nc1ccc2nc(-c3ccccc3)oc2c1)c1ccco1` in the list: 1, -4, ., 1, 0, 77, -0.1, -2, -2.9, 5
`CCCCCNCc1ccc(Cl)cc1` in the list: 1, -4, 1, -2, 1, 121, 0.3, -5, 0.0, -1
`COc1ccccc1CNc1cc(C)ccn1` in the list: 23, 6, 1, 15, 2, 94, -3.1, -1, -0.2, -5
`O=C(NN1CCCCC1)c1cccc2ccccc12` in the list: 7, -9, -1, 5, 5, 95, -1.0, -1, -0.8, 1
`O=C(Cn1c(C(=O)O)cc2ccccc21)c1ccccc1` in the list: -5, -10, -2, 9, 1, 98, -1.8, -1, 0.7, 0
